T cell modulator – modulators of CD8 T cell-vesicle binding, primary screen, mouse 2C CD8+ T cells, flow cytometry; hit rate 0.068% among 330,000; calls only at 7 µM; AID 2052, 2009; 2C CD8+ T cell-vesicle binding; active compounds read low;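 active = response, share of CD8 T cells binding vesicles, and their 90th percentile fluorescence all below set limits, cut at about 80% in these data, passing the limit was not always enough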
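Test system: purified 2C TCR transgenic mouse naive CD8+ T cells. Probe or stimulus: QL9-peptide-loaded Drosophila micro-vesicles bearing Ld, ICAM-1 and B7-1. Incubation: binding step 1.5 h, 37 °C, antibody labelling 20 min, ice. Measured by: flow cytometry of vesicle-bound cells.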
Rac1 GTP hydrolysis – MgcRacGAP GTPase-activating activity inhibitors, confirmation, biochemical, ADP Hunter fluorescence | Rac GTPase-activating protein 1 (Homo sapiens) | MgcRacGAP-stimulated Rac1 GTP hydrolysis, ADP Hunter fluorescence; higher % means a stronger effect; GST-tagged Rac1 F28L mutant substrate | one-dose inhibition, % at 30 µM; IC50 in µM for titrated hits | hit rate 0.6% among 340,000 | AID 624330, 2012;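 active = first-screen hits whose inhibition reached a set limit at any dose in the follow-up dose series; inconclusive = inhibition above the set first-screen limit but never retested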;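 note: fluorescence reports GDP produced by GAP-driven GTP hydrolysis; strong numbers were not always called active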
NTR1 ag – agonists of NTR1, primary screen, imaging, U2OS cells, beta-arrestin-GFP, high content (AID 493036) | activation, % at 20 µM | NTR1-U2OS beta-arrestin-GFP spot imaging, agonist mode | hit rate 0.17% among 330,000;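 active = activation at or above 40% of the spot to cytoplasm intensity ratio, with at least 20 cells analyzed; inconclusive = wells under 20 cells, flagged as cytotoxic or low count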;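 note: 0% = DMSO without peptide and 100% = 100 nM NTR1 peptide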
Target sequence (P30989 whole entry, looked up): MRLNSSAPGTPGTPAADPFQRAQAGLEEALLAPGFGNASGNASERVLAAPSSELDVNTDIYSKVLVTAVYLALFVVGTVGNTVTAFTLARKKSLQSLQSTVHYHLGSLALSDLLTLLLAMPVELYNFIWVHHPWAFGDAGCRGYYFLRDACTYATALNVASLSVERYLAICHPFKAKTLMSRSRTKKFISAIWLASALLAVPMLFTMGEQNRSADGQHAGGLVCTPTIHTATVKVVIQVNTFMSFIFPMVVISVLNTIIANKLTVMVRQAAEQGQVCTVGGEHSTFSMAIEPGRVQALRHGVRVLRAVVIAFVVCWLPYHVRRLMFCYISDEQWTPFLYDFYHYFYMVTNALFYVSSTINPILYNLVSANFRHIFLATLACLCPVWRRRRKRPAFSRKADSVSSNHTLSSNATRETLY
Salmonella PhoP GFP – inhibitors of PhoP regulon expression, primary screen, Salmonella Typhimurium, GFP reporter (AID 1863) | one-dose inhibition, % at 50 µM; IC50 in µM for titrated hits | S. Typhimurium PhoP-regulated promoter GFP reporter, 4 h; higher % means a stronger effect | hit rate 0.16% among 300,000;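 active = inhibition over 29.93%, a cutoff 3 SD above the screen mean, later confirmed by dose response; inconclusive = inhibition over 29.93% but no dose response follow-up; inactive = inhibition at most 29.93% or unconfirmed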;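 note: 0% = low Mg2+ inducing control and 100% = high Mg2+ repressing control; strong numbers were not always called active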
Dengue-2 NS5 capping – Dengue-2 NS5 methyltransferase inhibitors, primary screen, biochemical, confirmation dose response (AID 588689); Dengue-2 NS5 methyltransferase capping enzyme assay, biochemical; higher % means a stronger effect; one-dose inhibition, % at 25 µM; IC50 in µM for titrated hits; hit rate 0.3% among 340,000; in the data active = a potency from the dose series; inconclusive = inhibition above about 29% without an active follow-up result
RSV antiviral HEp-2 – RSV antiviral activity via CPE protection, HEp-2 cells, primary 10 µM value included (AID 2391); CPE inhibition, % at 10 µM, or IC50 in µM where a hit was titrated; HEp-2 cells, RSV-induced CPE inhibition; higher % means a stronger effect; hit rate 0.13% among 310,000; in the data active = a potency from the dose series; inconclusive = CPE inhibition mostly from about 23% at the one dose, without a potency; inactive = the rest, 99 in 100 with CPE inhibition below about 21%; note: strong numbers were not always called active
West Nile virus CPE – West Nile virus antiviral activity, cell-based, CPE readout (AID 1621); West Nile virus-infected cells, CPE inhibition; higher % means a stronger effect; CPE inhibition, % at 10 µM, or IC50 in µM where a hit was titrated; hit rate 0.02% among 290,000; in the data active = a potency from the dose series; inconclusive = CPE inhibition mostly from about 3.7% at the one dose, without a potency; inactive = the rest, 99 in 100 with CPE inhibition below about 2.2%; note: strong numbers were not always called active
UTI89 phage lysis – inhibition of K1F phage lysis, E. coli UTI89, bacterial capsule biogenesis inhibitors, alamar blue (AID 488966) | E. coli UTI89 K1F phage lysis, alamar blue, 2 h; higher % means a stronger effect | inhibition, % at 100 µM; hits with a dose series show IC50 in µM | hit rate 0.02% among 340,000;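 active = phage lysis inhibition, versus mean bacterial control, above a set limit; inconclusive = no clear call, values can overlap the other calls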;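 note: capsule biogenesis inhibitors block K1F phage lysis so surviving cells raise fluorescence; higher fluorescence means more inhibition of phage lysis; actives were called in the ten point dose series up to 300 µM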
SV40 large T antigen – SV40 large T antigen inhibitors, biochemical (AID 1903). SV40 large T antigen ATPase/helicase inhibition assay; higher % means a stronger effect. one-dose inhibition, % at 20 µM; IC50 in µM for titrated hits. hit rate 0.39% among 310,000; in the data active = a potency from the dose series; inconclusive = inhibition mostly from about 32% at the one dose, without a potency; inactive = the rest, 99 in 100 with inhibition below about 32%; note: strong numbers were not always called active
T cell modulator vesicle-bound % – further read-out of T cell modulator, marked with its call; double positive events, %; measured here: CD8+ vesicle-bound cell fraction;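 binding gate set so that unloaded-vesicle control wells show 10% double positive cells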
NTR1 ag cell count 20 µM – recorded beside NTR1 ag, whose call it bears; cell count; measured here: cell count, cytotoxicity flag
Dengue-2 NS5 capping pilot replicate – recorded beside Dengue-2 NS5 capping, whose call it bears; inhibition, %; measured here: pilot screen replicate inhibition
* = called active by the depositor; i = inactive; ? = inconclusive; . = no result given; [ ] = remark or other dose.

SMILES	T cell modulator	T cell modulator vesicle-bound %	Rac1 GTP hydrolysis	NTR1 ag	NTR1 ag cell count 20 µM	Salmonella PhoP GFP	Dengue-2 NS5 capping	RSV antiviral HEp-2	West Nile virus CPE	UTI89 phage lysis	SV40 large T antigen	others
CCCC(c1nnnn1Cc1ccc(F)cc1)N1CCN(CC)CC1 (centres undefined)	i	52	11%	-1.8	19	-6%	2%	-2.3%	0.3%	1.1%	2%
O=C(N=C1SC2CS(=O)(=O)CC2N1c1c(Cl)cccc1Cl)C1CC1 (centres undefined)	i	29	11%	2.1	55	-10%	1%	5.1%	-0.2%	0.3%	8%
COc1ccc(S(=O)(=O)N(C)C[C@H]2Oc3ccc(NC(=O)C4CCCCC4)cc3C(=O)N([C@H](C)CO)C[C@@H]2C)cc1	i	53	5%	-1.6	53	.	3%	.	.	-2.2%	.
CC(=O)O[C@@H]1[C@H]2[C@@H](C[C@@H](C)[C@@H]3CCC(=O)[C@@]13C)OC(=O)[C@@H]2C	i	30	11%	1.1	96	0%	1%	0.4%	-0.1%	1.3%	16%
CN(CC(=O)Nc1ccc(Cl)cc1)C(=O)C1=COCCO1	i	16	3%	-1.1	77	11%	4%	0.3%	.	0.8%[50 µM]	16%
CCn1c(=O)c2ccccc2n(Cc2cccc(C)c2)c1=O	i	58	-8%	-1.4	50	4%	-7%	4.0%	-0.8%	-0.4%	7%
O=c1[nH]c(NCc2ccccc2)nc2c1CCC2	i	45	1%	-1.7	88	8%	-5%	1.1%	0.5%	0.2%	1%
COc1cccc(OCC(O)CNC(=O)c2oc3ccc(C)cc3c2C)c1 (centres undefined)	i	62	13%	4.6	43	5%	-4%	4.4%	0.5%	-0.1%	8%	Dengue-2 NS5 capping pilot replicate=-0.3
O=C(C1Cc2ccccc2CN1S(=O)(=O)c1ccccc1[N+](=O)[O-])N1CCOCC1 (centres undefined)	i	52	-6%	-1.1	53	.	2%	.	.	1.0%	.
Cc1ccc(S(=O)(=O)C(CCC(=O)N2CCOCC2)S(=O)(=O)c2ccc(C)cc2)cc1	i	11	6%	0.7	86	-6%	-1%	-0.3%	-0.6%	-0.1%	-1%	Dengue-2 NS5 capping pilot replicate=-4.7
O=C(NNC(=O)c1cc2cc3ccccc3nc2s1)c1cccc(C(F)(F)F)c1	i	38	13%	-1.0	54	9%	-2%	0.8%	.	0.4%	7%
C=CCNc1nc(C(=O)OCC(=O)Nc2ccccc2C(F)(F)F)cs1	i	54	1%	0.2	60	.	2%	0.3%	.	0.6%[50 µM]	.
CCOC(=O)c1c(NC(=O)CSc2nnc(C)c(=O)[nH]2)sc(C)c1-c1ccc(C)cc1	i	31	12%	2.2	69	.	25%	0.7%	-0.1%	0.0%	10%
Nc1nc(-c2nonc2N)no1	i	23	7%	1.5	53	4%	-10%	-0.3%	-0.6%	-0.1%	7%
O=C(Nc1ncc(Cc2ccc(C(F)(F)F)cc2)s1)c1ccc(-c2cccc([N+](=O)[O-])c2)o1	i	36	6%	4.9	61	0%	-4%	13%	-0.6%	3.4%	12%
COc1ccc(C2(C)NC(=O)N(CC(=O)Nc3cccnc3Cl)C2=O)cc1 (centres undefined)	i	26	7%	0.8	54	-2%	1%	3.0%	-0.8%	0.0%	10%
CC(Sc1nc2nn(-c3ccccc3)c(=O)c-2c2n1CCCCC2)C(N)=O (centres undefined)	i	59	6%	2.9	43	-3%	-6%	-0.1%	-0.1%	8.1%	1%
CCOC(=O)c1c(C)[nH]c(C(=O)N/N=C/c2cc([N+](=O)[O-])ccc2O)c1C	i	56	8%	0.0	56	-4%	-4%	9.4%	?	-1.1%	9%
C/C(=N\O)c1ccc2c3ccccc3n(C)c2c1	i	18	11%	2.6	73	9%	3%	-3.3%	-0.5%	0.0%	8%	Dengue-2 NS5 capping pilot replicate=-5.0
CCn1c(SCC(=O)Nc2ccccc2N2CCOCC2)nnc1-c1ccccc1O	i	55	8%	-0.7	46	0%	2%	4.2%	0.1%	0.0%	6%
COc1ccccc1C(=O)NC(=S)Nc1ccccc1N1CCCC1	i	28	15%	2.4	70	8%	-5%	5.9%	-0.8%	0.1%	7%
CC(C)C(C)N(Cc1cccc(C(=O)O)c1)C(=O)c1ccc2ccccc2n1 (centres undefined)	i	36	.	2.2	47	.	.	-1.4%	.	.	5%
CCOc1cccc(CNc2ccc(O)cc2)c1OCc1ccc(Cl)cc1	i	55	19%	6.1	47	12%	42%	4.0%	0.2%	0.3%	1%
CCOC(=O)C1C(=O)N(O)CC1c1cccc(Oc2ccccc2)c1 (centres undefined)	i	58	6%	-1.5	83	-2%	3%	-0.7%	-0.1%	0.3%	0%
COc1ccc(C)cc1NC(=O)c1ccc2c(SCC(=O)O)c3c(nc2c1)CCCC3	i	23	8%	-1.6	56	-3%	1%	-0.1%	0.2%	-0.2%	3%
CCOc1cc(CN2CCN(C(=O)c3ccco3)CC2)ccc1OC	i	52	?	-0.6	32	-14%	-3%	-0.3%	-0.3%	-0.5%	2%
COc1ccc(C(CNC(=O)COc2cccc(C(F)(F)F)c2)N2CCCC2)cc1 (centres undefined)	i	41	-2%	1.8	68	.	1%	-0.2%	.	0.4%[50 µM]	.
CC(C)(C)NC(=O)C(c1ccc(F)cc1)N(C(=O)CCC(=O)Nc1ccccn1)C1CCCC1 (centres undefined)	i	46	5%	-0.4	29	6%	-4%	1.1%	-0.8%	0.1%	7%
O=C1OC2CC3CC1CC(O)(C3)C2 (centres undefined)	i	61	1%	1.0	83	7%	5%	1.6%	-0.2%	5.4%	2%
CCc1ccc(-n2c(=O)c3ccc(C(=O)NCCc4ccccc4)cc3n(CC(N)=O)c2=O)cc1	i	10	-6%	3.2	101	11%	3%	2.2%	0.3%	0.0%	-1%
CCn1cc(CN2CCCC(CNS(=O)(=O)c3cccc4cccnc34)C2)cn1 (centres undefined)	i	11	1%	-0.6	87	0%	-3%	1.3%	0.5%	-0.1%	2%
Cc1cccc(NC(=O)COC(=O)c2cc(C)oc2C)c1	i	43	3%	2.8	32	7%	-2%	-0.7%	0.5%	1.7%	14%
CCCCNC(=O)C1CC(=O)N(C2CCCCC2)C1 (centres undefined)	i	25	-1%	-0.8	41	1%	6%	-0.6%	0.2%	2.2%	5%
CCOc1ccc([N+](=O)[O-])cc1CNC1CCCCCCC1	i	56	3%	-0.3	37	2%	-3%	0.6%	-1.5%	0.8%	5%
C=C(C)COc1ccc(-c2nc(N)ncc2-c2ccc(OC)c(OC)c2)c(O)c1	i	29	5%	2.0	90	-4%	-6%	2.4%	1.4%	-1.9%[50 µM]	17%
CCOC(=O)C1CCN(C(=O)C2CCC(=O)N(CC3CCCCC3)C2)CC1 (centres undefined)	i	10	5%	0.1	66	-4%	-6%	1.4%	0.3%	0.0%[50 µM]	21%
COc1cccc(-n2c(SCC#N)nnc2-c2cnccn2)c1	.	.	12%	2.7	55	17%	2%	1.1%	-0.1%	1.5%	13%
Cc1cc(Br)cc(Cl)c1OC(=O)c1ccncc1	i	37	8%	0.6	50	-8%	0%	1.2%	0.9%	0.1%	9%
O=C(C1CCC(=O)N(C2CCCC2)C1)N1CCC(Oc2ccccc2Cl)CC1 (centres undefined)	i	44	13%	0.3	60	-1%	0%	7.1%	-0.7%	0.2%	25%
O=C(OCCOCn1cc(Br)c(=O)[nH]c1=O)c1ccccc1	i	32	.	-0.4	44	.	.	1.6%	.	.	14%
CCOC(=O)C1CCN(C(=O)CC(C)c2ccccc2)CC1 (centres undefined)	i	10	1%	-0.1	84	-6%	5%	1.4%	0.4%	0.0%	0%
Cc1ccc(S(=O)(=O)N(CC(=O)NCc2ccc(F)cc2)C(=O)N2CCN(C)CC2)cc1	i	26	2%	2.5	56	0%	-1%	0.6%	.	0.3%[50 µM]	9%
CCC(=O)Nc1ccc(-c2ccc(N3CCC(C)CC3)nn2)cc1	i	34	2%	-0.7	53	4%	-9%	21%	0.3%	0.2%	8%
FC(F)(F)c1cnc(NNC(=S)Nc2cccnc2)c(Cl)c1	i	35	6%	1.9	40	1%	-2%	14%	0.0%	0.0%	15%
COc1cccc(OC)c1C(=O)N1CCN(Cc2ccncc2)CC1	i	47	17%	1.4	72	-3%	-6%	0.9%	0.7%	2.8%	-1%
O=C(CSc1ccc(Br)c2cccc(Cl)c12)Nc1ccc(S(=O)(=O)Nc2nccs2)cc1	i	61	4%	9.3	61	0%	1%	?	0.3%	0.6%	-6%
O=[N+]([O-])c1cc(C(F)(F)F)ccc1N1CCN(S(=O)(=O)c2ccc3c(c2)CCCC3)CC1	i	14	5%	6.8	53	-14%	-4%	0.3%	-2.0%	0.1%	5%
O=c1[nH]c(C2CCN(S(=O)(=O)c3ccc4c(c3)OCCO4)CC2)nc2c1nnn2Cc1ccccc1F	i	23	13%	3.2	56	1%	-7%	.	0.7%	0.4%	3%
Cc1ccc(NC(=O)CCc2nnc3ccc(NCc4ccco4)nn23)nc1	i	12	0%	1.1	53	0%	45%	2.8%	0.5%	0.1%	5%
CCCc1n(CC(O)COCC2CC=CCC2)c2ccccc2[n+]1C (centres undefined)	i	58	-1%	-1.0	57	-6%	-2%	-0.6%	?	-0.1%	7%
CCc1[nH]nc(C(=O)N2CCCC(CCC(=O)N3CCN(c4ccccn4)CC3)C2)c1C (centres undefined)	i	28	-2%	3.5	45	8%	1%	-1.6%	-0.2%	0.7%	4%
CCCCC[C@H]1CN(CCc2ccccc2)C(=O)[C@@H]1CC(=O)NCc1ccc(OC)cc1	i	9	7%	0.4	87	.	-5%	-4.3%	-1.5%	2.9%	7%
COc1ccccc1Cn1c(=S)[nH]c2cc(C(=O)N3CCN(C)CC3)ccc2c1=O	i	58	0%	-0.6	83	3%	-6%	0.4%	0.2%	-1.5%	3%
O=C(NNC(=O)c1ccco1)Nc1ccccc1	i	42	9%	-0.3	65	-4%	-3%	0.1%	0.4%	-0.1%	3%
CCCc1nc2n[nH]c(N)c2c2c1CCCC2	i	30	-4%	-0.5	48	-7%	-7%	1.0%	-0.1%	-0.6%	6%
